ELG1 genotoxic: induces genotoxicity in HEK293T cells with luciferase-tagged ELG1; HEK293T ELG1-luciferase reporter, luminescence, 16 h; Potency, µM (series often up to 46 µM), inactives show top-dose activity change, positive = activation, most hits filed as activators; actives 1.3% (n = 330,000); further: potency means the concentration at half of the fitted maximal effect; % of control where 0% means no effect; nearly all actives have a fitted effect of over 60% in size
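ELG1-luciferase HEK293T cells, 2,000/well; compound pinned in; 16 hr, 37 °C, 5% CO2; ONE-Glo, 30 min RT; luminescence on CCD imager.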
Gal4-VP16 FLuc: counter-screen for ROR gamma inhibitors: Gal4-VP16 reporter; Drosophila S2 Gal4-VP16 UAS-luciferase, luminescence, 20 h; actives 3.5% (n = 310,000); AID 2546; Potency, µM (doses to about 53.6 µM), inactives show at the top dose activity, negative = inhibition, usual class: inhibitors;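 further: Gal4-VP16 expression switched on by copper sulfate through the metallothionein promoter; potency means the concentration at half of the fitted maximal effect; on the % scale 0 is the no-effect control and ±100 the full control effect; nearly all actives have a fitted effect of over 50% in size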
Rab9 prom act: activators of Rab9 promoter. Potency, µM (highest dose often 9.22 µM), inactives show at the top dose activation, negative = inhibition, most hits filed as activators. AID 485297. Huh7 Rab9 promoter-luciferase reporter, luminescence, 24 h. actives 2.8% (n = 320,000); further: potency means the concentration at half of the fitted maximal effect; % of control where 0% means no effect; nearly all actives have a fitted effect of over 60% in size
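Cell-based reporter: Huh7 stable for Rab9 promoter-driven luciferase, plated in reduced-serum medium with 10% FBS at 1500 cells/well, compound-treated 24 h at 37 °C, luminescence read after 10 min reagent.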
KCNH2 3.1 block: inhibitors of human KCNH2 3.1 potassium channel isoform. U2OS KCNH2 3.1, thallium flux FluxOr; hits give low values. activity change, % (tested at about 1.8 µM). actives 0.95% (n = 340,000). AID 720553;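 active means maximum activity change below -70%; inconclusive means maximum activity change from -70% to -50%; inactive means maximum activity change above -50%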;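 further: thallium influx rate constant from kinetic fluorescence after stimulation buffer; on the % scale 0 is the no-effect control and ±100 the full control effect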
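Measured as rate of thallium-driven FluxOr signal in transduced U2OS cells carrying the 3.1 channel, read kinetically for 2 min upon stimulation; values are rate constants scaled to DMSO control wells.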
uPA surface inh: inhibitors of cell surface uPA generation. cell surface uPA generation assay, qHTS. Potency, µM (top dose mostly 38.3 µM), without a hit: top-dose activity change, negative = inhibition, hits mostly inhibitors. actives 0.31% (n = 330,000). AID 540303; active means well fitted inhibition curve with a large enough effect; inconclusive means small, poorly fitted or top-dose-only effect; inactive means no such curve, though single readings can be large or run the other way; tested in mouse RAW 264.7 cells; further: potency means the concentration at half of the fitted maximal effect; on the % scale 0 is the no-effect control and ±100 the full control effect; nearly all actives have a fitted effect of over 55% in size
NPC1 prom act: activators of NPC1 promoter; Huh7 NPC1 promoter luciferase reporter, 24 h; Potency, µM (titrated, usually from 9.22 µM), inactives show at the top dose activation, usual class: activators; actives 2.4% (n = 320,000); AID 485313;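 further: potency means the concentration at half of the fitted maximal effect; % of control where 0% means no effect; nearly all actives have a fitted effect of over 60% in size; reporter is driven by a mutant NPC1 promoter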
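Huh7 reporter cells (NPC1 promoter driving luciferase) are dosed with compound for 24 h at 37 °C, 5% CO2; luciferase detection reagent is then added and luminescence measured after 10 min at ambient temperature.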
RORgamma inh: blocks mouse ROR gamma transcriptional activity; actives 5.4% (n = 310,000); Drosophila S2 Gal4-RORgamma UAS-luciferase reporter, 20 h; P51450; Potency, µM (highest dose often 53.6 µM), for the others: at the top dose activity change, negative = inhibition, hits mostly inhibitors; AID 2551; further: potency means the concentration at half of the fitted maximal effect; on the % scale 0 is the no-effect control and ±100 the full control effect; nearly all actives have a fitted effect of over 60% in size
Target sequence (P51450 whole entry, looked up, the tested form may be a part): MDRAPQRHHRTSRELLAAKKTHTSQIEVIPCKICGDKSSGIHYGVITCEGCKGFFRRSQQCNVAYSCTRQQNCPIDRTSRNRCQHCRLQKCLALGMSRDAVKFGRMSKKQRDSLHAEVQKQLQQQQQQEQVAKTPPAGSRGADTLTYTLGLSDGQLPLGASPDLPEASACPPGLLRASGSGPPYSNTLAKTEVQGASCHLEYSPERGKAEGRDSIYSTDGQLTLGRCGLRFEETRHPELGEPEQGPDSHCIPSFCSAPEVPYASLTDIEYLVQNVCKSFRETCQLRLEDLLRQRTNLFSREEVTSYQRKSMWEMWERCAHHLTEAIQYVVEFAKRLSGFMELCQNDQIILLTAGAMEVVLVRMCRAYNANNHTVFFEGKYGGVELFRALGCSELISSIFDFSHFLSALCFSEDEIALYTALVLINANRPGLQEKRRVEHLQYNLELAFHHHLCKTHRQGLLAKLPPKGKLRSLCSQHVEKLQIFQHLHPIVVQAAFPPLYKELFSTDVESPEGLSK
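Read-out: Photinus luciferase luminescence; inhibitors lower reporter signal. Insect Schneider cells with Gal4-ROR gamma fusion under metallothionein promoter, UAS reporter; 700 uM final copper sulfate induction, 20 hr, ambient temperature.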
FLuc counter: firefly luciferase modulation, counter-screen for miR-21 project; actives 6.9% (n = 360,000); Potency, µM (titrated, usually from 57.5 µM), for inactives: at the top dose activity change, negative = inhibition, hits mostly inhibitors; AID 588342; purified FLuc, Km substrates, luminescence inhibition;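 further: potency means the concentration at half of the fitted maximal effect; plate controls were vehicle for no effect and reference inhibitor for full effect; nearly all actives have a fitted effect of over 55% in size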
Target sequence (P08659 whole entry, looked up): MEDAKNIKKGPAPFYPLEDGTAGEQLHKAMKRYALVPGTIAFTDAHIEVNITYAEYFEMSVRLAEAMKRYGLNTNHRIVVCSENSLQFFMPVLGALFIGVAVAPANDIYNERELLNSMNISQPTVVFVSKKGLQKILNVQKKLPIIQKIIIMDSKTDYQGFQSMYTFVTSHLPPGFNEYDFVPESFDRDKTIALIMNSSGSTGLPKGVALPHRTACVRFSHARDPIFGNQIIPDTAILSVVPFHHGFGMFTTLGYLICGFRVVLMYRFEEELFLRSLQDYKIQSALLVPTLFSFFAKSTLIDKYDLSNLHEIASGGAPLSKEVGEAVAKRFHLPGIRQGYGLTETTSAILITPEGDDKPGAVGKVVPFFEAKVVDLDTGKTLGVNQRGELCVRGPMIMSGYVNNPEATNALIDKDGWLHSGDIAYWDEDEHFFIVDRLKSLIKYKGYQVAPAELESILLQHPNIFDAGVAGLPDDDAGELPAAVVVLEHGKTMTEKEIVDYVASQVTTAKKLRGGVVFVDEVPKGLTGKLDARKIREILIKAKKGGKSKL
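Purified P. pyralis luciferase (10nM final) with 10uM D-luciferin and 10uM ATP (Km levels) in 50mM Tris acetate pH 7.5, 10mM Mg acetate, 0.01% Tween-20, 0.05% BSA; qHTS 6-point titration, ~60 µM downward; luminescence read.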
Giardia killer: Giardia lamblia killing | Giardia lamblia trophozoite viability | activity change, % at 7.66 µM, hits read low | actives 0.15% (n = 340,000) | AID 540267; in the data active means activity change below about -80%; inconclusive means between about -30% and that limit;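 further: parasites exposed to compound for two days anaerobically before the ATP read; on the % scale 0 is the no-effect control and ±100 the full control effect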
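Trophozoites 100 cells/well + cpd; 48 hrs, 37 deg C, anaerobic. ATPLite 1-Step added, 15-30 min RT, luminescence read (ATP-based viability).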
Tb PFK block: T. brucei PFK enzyme inhibition; T. brucei PFK, ADP-Glo luminescence; O15648; actives 0.17% (n = 330,000); Potency, µM (top dose mostly 57.5 µM), for the others: at the top dose activity, negative = inhibition, actives largely listed as inhibitors;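 further: potency means the concentration at half of the fitted maximal effect; 0% = uninhibited 1x PFK enzyme wells and -100% = no-enzyme wells; nearly all actives have a fitted effect of over 60% in size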
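Activity is normalized to no-enzyme wells (full inhibition) and 1.25 nM enzyme wells (no inhibition). Reaction: 0.5 mM F6P, 0.1 mM ATP, 45 min RT, ADP-Glo luminescence; concentration-response curves fitted and classed by quality.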
Coupling enz: counter-screen for Giardia aldolase inhibitors: coupling enzyme system; actives 0.67% (n = 290,000); activity change, negative = inhibition, % at 58.2 µM, hits read low; coupling enzyme system counterscreen, AmpLite Red fluorescence; in the data active means activity change below about -30%; further: on the % scale 0 is the no-effect control and ±100 the full control effect
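Compounds tested against the coupling enzymes alone at 57.5 uM final; readout was AmpLite Red fluorescence (525/598 nm) after 20 min at RT.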
Starred values were filed as active, the others as inactive; ? = inconclusive; · = not tested or not shown; & = joins results of further samples; [ ] = another dose, or the depositor's remark. Unless noted, the call rests on the fitted dose curve; in most records, active means well fitted curve in the direction sought with a large enough effect; inconclusive means small, poorly fitted or top-dose-only effect, or another doubt; inactive means no such curve, though single readings can be large; an effect the other way counts as inactive or inconclusive. Compounds were not picked by outcome, and some 14% of all compounds hit somewhere here.

The first four records, ahead of the listing:
nr | SMILES | Gal4-VP16 FLuc | Coupling enz | RORgamma inh | Giardia killer | Rab9 prom act | Tb PFK block | KCNH2 3.1 block | ELG1 genotoxic | uPA surface inh | NPC1 prom act | FLuc counter
1 | NC(=O)CN(N=Nc1cccc([N+](=O)[O-])c1)c1cccc([N+](=O)[O-])c1 | -27% | 3 | 32% | 6 | 3% | -9% | -20 | -4% | -18% | -9% | -1%
2 | O=C(Nc1ccc(N2CCCC2)cc1)c1cccc(Cl)c1Cl | 5% | -1 | 45% | 30 | ? | 2% | 6 | 10% | -10% | ? | 1%
3 | COc1ccccc1NC(=O)CSc1nnc(Cc2cccn2C)n1CCc1ccccc1 | -4% | 5 | 35% | 2 | -1% | 0% | 5 | 0% | · | 2% | 0%
4 | Cn1nc(C(=O)OCC(=O)Nc2ccccc2[N+](=O)[O-])c2ccccc2c1=O | · | · | · | -20 | 1% | -5% | 14 | 2% | 14% | 3% | 7%

Main list, previewed entries included:
nr | SMILES | Gal4-VP16 FLuc | Coupling enz | RORgamma inh | Giardia killer | Rab9 prom act | Tb PFK block | KCNH2 3.1 block | ELG1 genotoxic | uPA surface inh | NPC1 prom act | FLuc counter
1 | NC(=O)CN(N=Nc1cccc([N+](=O)[O-])c1)c1cccc([N+](=O)[O-])c1 | -27% | 3 | 32% | 6 | 3% | -9% | -20 | -4% | -18% | -9% | -1%
2 | O=C(Nc1ccc(N2CCCC2)cc1)c1cccc(Cl)c1Cl | 5% | -1 | 45% | 30 | ? | 2% | 6 | 10% | -10% | ? | 1%
3 | COc1ccccc1NC(=O)CSc1nnc(Cc2cccn2C)n1CCc1ccccc1 | -4% | 5 | 35% | 2 | -1% | 0% | 5 | 0% | · | 2% | 0%
4 | Cn1nc(C(=O)OCC(=O)Nc2ccccc2[N+](=O)[O-])c2ccccc2c1=O | · | · | · | -20 | 1% | -5% | 14 | 2% | 14% | 3% | 7%
5 | O=C(O)C1CCCN1C1=NS(=O)(=O)c2ccccc21 (centres undefined) | 3% | -3 | -12% | 17 | -3% | 0% | 6 | -2% | 1% | -2% | 4%
6 | CC(C)(C)NC(=O)Cn1c(SCC(=O)NC2CC2)nc2ccccc21 | 5% | 4 | 0% | -21 | 7% | 2% | 8 | 6% | 6% | 3% | -1%
7 | O=C(c1ccccc1Oc1ccc(C(F)(F)F)cc1[N+](=O)[O-])N1CCOCC1 | 6% | -13 | 16% | 5 | -7% | 3% | 27 | -1% | 14% | -3% | 0%
8 | Brc1ccc(-c2csc(/N=C/N3CCCC3)n2)cc1 | ? | -1 | 22% | -4 | ? | 1% | -25 | ? | -1% | 27% | 15µM*
9 | CCC(C(=O)OCn1nnc2ccccc2c1=O)c1ccccc1 (centres undefined) | 8% | 0 | -2% | -14 | -5% | 0% | -15 | -1% | 5% | -2% | 0%
10 | CNC(=S)Nc1ccc(C(N)=O)cc1 | -7% | -1 | -1% | 1 | -8% | -7% | 6 | 1% | 0% | -5% | -1%
11 | COC(=O)c1cc(NS(=O)(=O)c2ccc(C(C)C)cc2)ccc1N1CCOCC1 | ? | -6 | -62% | 5 | -14% | -10% | -1 | 1% | 5% | -2% | 1%
12 | CC(=O)Nc1nnc(SCC(=O)N2C(C)CCCC2C)s1 (centres undefined) | -7% | 0 | -21% | 2 | -3% | -4% | 7 | 5% | -12% | -2% | 0%
13 | CC(=O)N1CCN(C(=O)c2cc(-c3ccc(Cl)s3)nc3ccccc23)CC1 | · | · | · | 15 | -4% | 0% | -1 | 0% | -2% | -1% | ?
14 | O=C(Nc1ccc2c(c1)OCCO2)C1CCN(C(=O)c2ccc(Cl)cc2)CC1 | 19% | -3 | 33% | 7 | 1% | 0% | 8 | 6% | 3% | -2% | ?
15 | COc1ccc(-n2c(CN3CCC(C)CC3)nc3ccc([N+](=O)[O-])cc3c2=O)c(OC)c1 | 12% | -3 | 13% | 10 | 4% | -2% | -1 | -8% | -7% | 1% | -10%
16 | COc1ccc(-c2nn(-c3ccccc3)cc2C(=O)N2CCN(S(=O)(=O)c3cccc(F)c3)CC2)cc1 | · | · | · | -3 | -7% | 3% | -21 | -4% | -9% | -2% | -2%
17 | Cc1ccc(CC(=O)OCCNC(=O)c2cccnc2)cc1 | 1% | -2 | -9% | 7 | 27% | 1% | 2 | 3% | -5% | 8% | 2%
18 | Cc1[nH]c(=S)c(C#N)c(C)c1C(=O)Nc1ccccc1 | 0% | 1 | -26% | 1 | -2% | -15% | 10 | -1% | 9% | -2% | -24%
19 | CC(NC(=O)COc1ccccc1)C(=O)OCC(=O)c1cc2ccccc2o1 (centres undefined) | 13% | 0 | -8% | -5 | 8% | 2% | 1 | -2% | 3% | -1% | ?
20 | COc1ccc(NC(=O)CSc2nc(O)cc(=O)[nH]2)c(OC)c1 | 3% | 11 | -3% | 13 | 7% | 6% | 14 | -2% | 4% | -3% | 4%
21 | COc1ccccc1C(=O)Nc1ccc(S(=O)(=O)NC2=NCCCCC2)cc1 | 2% | -1 | -22% | -2 | ? | -4% | 12 | 0% | 1% | -5% | 5%
22 | COC(=O)c1cc(CNC(=O)c2ccc(O)c(Cl)c2)ccc1OC | 3% | 17 | 21% | -4 | -4% | 0% | -13 | 1% | -5% | 3% | 3%
23 | COC(C(=O)Nc1ccc(S(=O)(=O)N2CCCCC2)cc1)c1ccccc1 (centres undefined) | -7% | -4 | -11% | 20 | -9% | -1% | 10 | -4% | -8% | -3% | -1%
24 | O=C(CCC(=O)OCC(F)(F)C(F)F)Nc1ccc(Cl)cc1 | -5% | -1 | -11% | -9 | 11% | 2% | 4 | -1% | 2% | 5% | -1%
25 | CCN(CCCNC(=O)Cn1ncc2c([nH]c3ccc(C)cc32)c1=O)Cc1ccccc1 | -4% | -2 | -14% | -14 | -3% | 4% | -23 | 2%[9.26 µM] | 4% | -1% | 4%&-2%
26 | N/C(=N\OC(=O)Cc1ccccc1[N+](=O)[O-])c1ccc(Br)cc1 | 4%[10 µM] | -1 | 21% | -8 | -3% | 0% | 12 | 0% | 1% | -7% | ?
27 | CN(C)C(CNC(=O)CSc1nnc(-c2ccco2)o1)c1ccccc1 (centres undefined) | -6% | 2 | -20% | -14 | -9% | -6% | 2 | -4% | 1% | -1% | 5%
28 | COc1cccc(/C=N/Nc2cc(C)nc(-c3ccccc3O)n2)c1O | ? | -8 | ? | -13 | -36%[inhibitor] | 0% | -4 | -13% | -3% | 0% | 7.6µM*
29 | Cc1cc(S(=O)(=O)NCC2CCCO2)c(C)cc1Br (centres undefined) | · | 1 | · | 15 | -7% | -4% | 3 | 1% | 3% | 1% | -1%
30 | COC(=O)Cc1[nH]n(-c2ccccc2)c(=O)c1C=Nc1ccc(C)cc1 | 1% | 0 | -11% | -1 | -3% | -1% | 9 | 2% | 0% | 0% | 9.5µM*
31 | COc1c(-c2ccc(O)cc2)oc2cc(O)cc(O)c2c1=O | 3% | 3 | -1% | ? | 0% | 1% | 5 | 16% | ? | -7% | -11%
32 | O=C(CN1C(=O)NC2(CCc3ccccc32)C1=O)NCc1ccc(Cl)cc1 (centres undefined) | · | · | · | -7 | · | 0% | 9 | 1% | 11% | · | ·
33 | CCCCNC(=O)C1c2cc(OC)c(OC)cc2C(=O)N(C)C1c1cccs1 (centres undefined) | 6% | 2 | -12% | 15 | 5% | -1% | 9 | -4% | 3% | -2% | 4%
34 | Cc1ccc(-c2nc(-c3ccccn3)no2)cc1Cl | 5.6µM* | 0 | 3.5µM* | ? | 0.32µM* | -7% | 1 | ? | -11% | 0.35µM* | 0.13µM*
35 | CCN(C[C@H]1N[C@@](C)(C(=O)OC)[C@H]2C(=O)N(C)C(=O)[C@@H]12)S(=O)(=O)c1ccc(C)cc1 | · | · | · | 13 | · | 5% | -10 | 0% | 6% | · | ·
36 | CCN(CC)S(=O)(=O)c1cc(NC(=O)c2ccc(Br)s2)ccc1C | -12% | -3 | 13% | -16 | 1% | -1% | 10 | 5% | 5% | 20% | 12µM*
37 | OCCOCCOc1cccc2[nH]ccc12 | -3% | -1 | -12% | -2 | 0% | -1% | 25 | 2% | 6% | -3% | -1%
38 | CCOC(=O)C(N)CSC1CC(=O)N(c2ccc(OCC)cc2)C1=O (centres undefined) | -1% | 0 | 12% | 13 | -1% | 3% | -5 | 1% | 5% | -1% | 1%
39 | Cn1cccc1-c1nc2ccc(NC(=O)c3ccco3)cc2[nH]1 | 19% | 1 | ? | 13 | 27% | 1% | 14 | 8% | -2% | 9% | 17µM*
40 | CCOc1ccccc1N(CC(=O)NCC1CCCO1)C(=O)CCC(=O)Nc1cc(C)on1 (centres undefined) | 8% | 1 | -37% | -1 | -4% | 0% | 5 | 1% | 11% | 0% | 2%

Compound activity from PubChem BioAssay.
